Screening results as filed in PubChem.
Cl transport mod: modulators of human KCC2 chloride dependent transport; Q9H2X9; KCC2 cells, thallium flux FluoZin-2 fluorescence; B-score of Tl+ flux slope (higher = more flux/activation; lower = inhibition) at 10 µM; hit rate 2.2% among 190,000;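 active means thallium flux slope and its plate-corrected score both differing from the plate sample mean at a set confidence after two filtering rounds, in either direction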;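 further: slope of fluorescence scaled to starting intensity during 10 to 20 s after thallium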
Target sequence (Q9H2X9 whole entry, looked up): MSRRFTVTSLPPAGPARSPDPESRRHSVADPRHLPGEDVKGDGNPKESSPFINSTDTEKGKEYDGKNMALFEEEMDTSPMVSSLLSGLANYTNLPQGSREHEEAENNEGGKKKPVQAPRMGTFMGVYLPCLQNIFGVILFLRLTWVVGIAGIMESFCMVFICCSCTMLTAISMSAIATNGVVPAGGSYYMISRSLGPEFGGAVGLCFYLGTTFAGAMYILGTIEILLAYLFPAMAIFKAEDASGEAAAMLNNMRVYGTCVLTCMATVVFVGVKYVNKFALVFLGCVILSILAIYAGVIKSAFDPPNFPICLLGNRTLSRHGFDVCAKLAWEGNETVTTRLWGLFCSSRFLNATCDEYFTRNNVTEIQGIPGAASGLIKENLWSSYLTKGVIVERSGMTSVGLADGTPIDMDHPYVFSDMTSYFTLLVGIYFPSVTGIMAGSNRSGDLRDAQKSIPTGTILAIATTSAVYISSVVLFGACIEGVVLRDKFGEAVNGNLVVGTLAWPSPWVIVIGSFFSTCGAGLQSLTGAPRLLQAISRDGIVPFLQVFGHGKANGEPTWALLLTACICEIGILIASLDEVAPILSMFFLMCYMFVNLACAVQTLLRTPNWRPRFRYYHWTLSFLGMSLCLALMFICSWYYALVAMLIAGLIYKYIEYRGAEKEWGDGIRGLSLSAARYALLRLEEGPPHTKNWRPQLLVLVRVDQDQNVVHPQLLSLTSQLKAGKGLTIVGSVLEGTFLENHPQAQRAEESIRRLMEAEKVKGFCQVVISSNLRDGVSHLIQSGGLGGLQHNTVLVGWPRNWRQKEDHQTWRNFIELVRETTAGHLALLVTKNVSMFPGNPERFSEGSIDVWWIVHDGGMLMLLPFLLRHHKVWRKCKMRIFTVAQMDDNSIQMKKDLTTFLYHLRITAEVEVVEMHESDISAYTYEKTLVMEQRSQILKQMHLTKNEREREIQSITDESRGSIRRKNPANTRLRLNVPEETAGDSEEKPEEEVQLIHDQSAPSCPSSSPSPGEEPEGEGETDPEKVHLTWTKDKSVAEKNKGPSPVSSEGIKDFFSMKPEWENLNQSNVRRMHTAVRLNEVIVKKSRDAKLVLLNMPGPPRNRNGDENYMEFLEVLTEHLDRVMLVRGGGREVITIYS
Tb hexokinase: T. brucei hexokinase 1 inhibition; hit rate 0.11% among 220,000; inhibition, % at 10 µM; recombinant TbHK1, G6PDH-coupled NADH A340; AID 1430;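 active means inhibition of 50% or more in the single-dose primary screen; inactive means inhibition below 50%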
m-calpain inh: inhibitors of pig calpain II | purified calpain II, fluorogenic peptide substrate, 30 min | inhibition, % at 16 µM | hit rate 0.37% among 220,000 | AID 1236;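 active means inhibition above about 50%, limit read from the data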
TRPN1 ag: agonists of zebrafish TRPN1 channel; hit rate 0.18% among 220,000; activation, % at 3 µM; HEK293 zebrafish TRPN1-YFP, Fluo-8 calcium fluorescence; 100% = response to 87 µM carbachol;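 active means activation above its plate's cutoff, the mean activation of test wells on that plate plus 3 SD, cut at about 19% in these data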;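 further: 0% = DMSO alone and 100% = 87 µM carbachol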
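Control set: carbachol 87 µM as high control, DMSO as low control; system: HEK293 stable line with zebrafish TRPN1-YFP; read-out: % activation versus carbachol response; detection: intracellular calcium fluorescence with Fluo-8; doses: single test compound dose, 3 µM nominal, 0.3% DMSO; schedule: dye 1 h 37 °C plus 30 min RT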
EBV gp42 block: EBV gp42 inhibition; hit rate 0.42% among 220,000; Fluorescence polarization binding assay, mP read-out; Q1HVG2; inhibition, % (tested at 21.74 µM); AID 1085; in the data active means inhibition above about 50%
Furin inh: inhibitors of human furin. purified furin, fluorogenic substrate cleavage. P09958. inhibition, % at 30 µM. hit rate 0.061% among 220,000; in the data active means inhibition above about 25%; further: inactives centre near -15
TRPML3 agonist: activates the human TRPML3 channel; Q8TDD5; hit rate 0.29% among 220,000; activation, % at 3 µM; HEK293 TRPML3-YFP, Fluo-8 calcium fluorescence; 100% = the carbachol control signal;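 active means activation above its plate's cutoff, the mean activation of the plate's test wells plus 3 SD, cut at about 12% in these data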;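 further: 0% = DMSO only wells and 100% = carbachol wells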
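Test system: TRPML3-YFP stable HEK293 cells. Doses: single point at 3 µM. Incubation: dye loading 1 h 37 °C then 30 min ambient, 125 s read. Signal: Fluo-8 calcium dye fluorescence, ex 470-495, em 515-575 nm. Measure: percent activation from peak-to-basal fluorescence ratio, scaled between DMSO and carbachol.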
PPC-1+TRAIL kill: kills PPC-1 cancer cells in the presence of TRAIL. PPC-1 cells + TRAIL, ATPLite viability luminescence. cell killing (% activity), % at 4 µM. hit rate 0.41% among 220,000. AID 1443;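 active means cell killing above 50% in the first pass at 4 µM, then a duplicate retest at 5 µM averaging 50% or more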;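 further: plate controls were cells with TRAIL plus DMSO for no effect and medium-only wells lacking cells for full effect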
thrombin 1536: inhibitors of human thrombin | P00734 | alpha-thrombin, Boc-VPR-AMC fluorogenic substrate cleavage | inhibition, % at 5 µM | hit rate 0.26% among 220,000 | AID 1046;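 active means inhibition at or above 40%; inactive means inhibition below 40%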;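 further: 0% = enzyme with no compound and 100% = wells without enzyme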
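Assay system: human alpha-thrombin enzyme. Reagent: Boc-VPR-AMC substrate, 15 µM final. Compound dosing: one concentration per compound, 5 µM, with 0.2% DMSO. Incubation: room-temperature reaction. Technique: AMC fluorescence, 355/460 nm. Measure: % inhibition relative to enzyme controls and enzyme-free blanks.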
* hit, by the source's call; x = not tested or not shown; [ ] = remark or other dose.

mol	Cl transport mod	Tb hexokinase	m-calpain inh	TRPN1 ag	EBV gp42 block	Furin inh	TRPML3 agonist	PPC-1+TRAIL kill	thrombin 1536
CC(NC(=O)NC(N)=O)(C(F)(F)F)C(F)(F)F	x	1	-8	0.2	12	-10	0.7	7	1
CN(C)c1ccc(P(=O)(OCc2ccccc2)C(O)c2ccc(Cl)cc2)cc1 (stereo not drawn)	0.14	0	-4	-0.4	3	-4	0.4	13	4
Cc1cccc2nc(CSc3nc4[nH]ncc4c(=O)n3-c3ccccc3Cl)cc(=O)n12	-2.6	-15	-16	1.4	7	-20	1.0	32	-1
Cc1ccc(C)c(-c2cc(C(=O)Nc3sc(C)c(C)c3C(N)=O)c3ccccc3n2)c1	x	-12	-104	-0.8	-15	-8[20 µM]	-0.5	-1	5
COc1cccc(NC(=O)Cn2c(=O)n(CCC(=O)NCc3ccco3)c(=O)c3ccccc32)c1	x	-6	-11	0.8	-2	-18	0.2	14	-16
COc1ccc(/C=C2\N=C(C)N(c3ccc(C(=O)O)cc3)C2=O)cc1OC	0.059	-37	5	1.3	-52	2	1.2	14	-2
CCOC(=O)c1[nH]c(C)c(C(=O)Nc2ccc(C)c(Cl)c2)c1C	-0.15	-4	-10	0.6	-7	-20[20 µM]	0.1	3	-2
CN1CC(=O)N/C1=N\C(=O)Nc1ccc2c(c1)N(C)C(=O)CS2	0.21	4	11	-0.3	0	-25[20 µM]	0.2	-21	-4
Cc1cc(C)cc(NC(=S)NCC2CCN(C(C)c3ccccc3)C2)c1 (stereo not drawn)	0.15	1	39	-0.4	3	-20	1.0	11	-5
NCCCC[C@H]1CNC(=O)C(=O)N1CCC12CC3CC(CC(C3)C1)C2	-0.85	-3	-4	x	-22	-35	x	23	0
Cc1ccc(S(=O)(=O)N2CC(=O)Nc3ccccc32)cc1	x	-4	-18	0.1	-17	-24[20 µM]	0.9	4	-4
CCOc1ccccc1C1C(C#N)=C(N)Oc2cc(N)ccc21 (stereo not drawn)	-0.86	-6	-48	1.4	-14	-23[20 µM]	2.0	0	2
Cc1cc(C)c(OCC(=O)Nc2ccc(NC(=O)c3ccco3)cc2)c([N+](=O)[O-])c1	-1.1	-1	-14	0.7	-13	-6	0.0	20	-3
Cc1c(C(=O)Nc2ccncc2)sc2nc(-c3ccccc3)cn12	0.059	-6	-36	8.0	-4	-24	3.5	30	-4
COc1cccc(NC(=O)C(Cc2ccccc2)n2cccc2)c1 (stereo not drawn)	0.65	0	-5	0.0	-12	-29	0.7	-4	1
S=c1[nH]nc(CCc2ccccc2)n1Cc1ccccc1	x	3	8	-3.1	-17	-21[20 µM]	-0.5	1	7
O=C(CN1C(=O)c2cccc3cccc1c23)Nc1ccc(S(=O)(=O)N2CCOCC2)cc1	-0.22	-8	-208	-0.6	-10	-25[20 µM]	-0.3	13	1
Cc1ccc(C(=O)N/C(=C\c2ccccc2)C(=O)OCc2ccccc2)cc1	-1.8	0	27	-1.2	8	-21	-0.2	7	-12
Cc1cc(/C=C2\NC(=O)NC2=O)c(C)n1-c1ccc(N2CCOCC2)cc1	0.29	-43	-15	-1.2	-6	-14	0.2	22	1
COc1c(O)ccc2cnn(-c3ccccc3C)c(=O)c12	x	-24	-48	0.2	-6	-16	0.0	29	4

Compound profiles (already shown).
Shown for S=c1[nH]nc(CCc2ccccc2)n1Cc1ccccc1 → Cl transport mod = x; Tb hexokinase = 3; m-calpain inh = 8; TRPN1 ag = -3.1; EBV gp42 block = -17; Furin inh = -21[20 µM]; TRPML3 agonist = -0.5; PPC-1+TRAIL kill = 1; thrombin 1536 = 7
Shown for COc1cccc(NC(=O)C(Cc2ccccc2)n2cccc2)c1 (stereo not drawn) → Cl transport mod = 0.65; Tb hexokinase = 0; m-calpain inh = -5; TRPN1 ag = 0.0; EBV gp42 block = -12; Furin inh = -29; TRPML3 agonist = 0.7; PPC-1+TRAIL kill = -4; thrombin 1536 = 1

Next structures follow.
mol	Cl transport mod	Tb hexokinase	m-calpain inh	TRPN1 ag	EBV gp42 block	Furin inh	TRPML3 agonist	PPC-1+TRAIL kill	thrombin 1536
O=S(=O)(c1ccccc1)N1CCN=C1SCc1ccccc1	-3.6*	-5	-5	-2.7	-17	-26	1.3	8	4
COCCNC(=O)/C(C#N)=C/c1cccc(/C=C(\C#N)C(=O)NCCOC)c1	-0.065	-11	-2	-1.1	2	-15	-0.5	30	-7
CCOC(=O)c1ccc(-c2ccc(/C=N/NC(=O)CN(c3ccccc3Br)S(C)(=O)=O)o2)cc1	0.091	-24	-56	-0.1	-109	-10	0.1	19	7
CCOc1[nH]n(-c2ccc(Cl)cc2)c(=O)c1C=Nc1ccc(O)cc1	0.11	-15	17	0.0	1	-19	-0.1	11	3
COC(=O)Cc1ccc(OCC(=O)Nc2ccc(OC(F)(F)F)cc2)cc1	-0.061	35	13	-0.7	-12	-14	0.3	-2	-8
O=c1ccc(-c2n[nH]c(=S)n2-c2ccc(F)c(Cl)c2)n[nH]1	-0.093	-6	-6	0.6	-23	-37	0.8	-4	-2
Nc1ccc2nc(SCC(=O)N3CCN(c4ccccc4)CC3)sc2c1	-0.37	-18	-18	5.3	-11	-12	3.5	-2	-6
CN1C(=O)C(C(=O)NC(C)(C)C)C2c3ccccc3OC13CCCCC23 (stereo not drawn)	-2.9	-1	-13	0.9	-1	-11	-0.5	-21	-1
Cc1ccc(OCC(=O)O/N=C(\N)Cc2ccc(Cl)cc2)cc1	-0.1	6	0	-0.4	-19	-16[20 µM]	0.1	-1	-16
COc1cccc(C(=O)Nc2ccc(C(=O)O)cc2)c1	1.8	0	-17	-0.2	-5	-17	-0.1	12	-6
O=C(Nc1nnc(CCc2ccccc2)s1)c1cccs1	0.98	-18	13	0.2	-20	-25	0.5	-1	-3
CCC1=C(OC(=O)N(CC)CC)N2C(=O)OC(=NCC3CC3)[C@]2(Cc2ccccc2)[C@H]2C1=CC[C@H]1C(=O)N(C)C(=O)[C@H]12	0.0088	-2	-8	x	-18	-24	x	6	0
CC(C)(CN1CCN(c2ccccc2)CC1)NS(=O)(=O)c1ccccc1	0.23	0	24	4.4	-1	-8	1.6	-8	4
O=C(CCc1ccccc1)NCc1cccnc1	0.12	3	1	0.8	-18	-3[20 µM]	-0.3	17	-1
O=C(O)C(Oc1ccc2c(-c3ccccc3)cc(=O)oc2c1)c1ccccc1 (stereo not drawn)	-0.96	-25	9	0.1	-7	-10	0.7	0	0
O=S(=O)(Nc1ccccc1O)c1ccc(-c2ccccc2)cc1	-2.5	12	23	0.4	18	-15	1.5	7	-2
O=C1NC2(CCCCCC2)Oc2ccccc21	x	-5	-14	1.7	2	-22	1.1	12	-6
CCC(=O)Nc1cccc(C(=O)/C=C/c2ccccc2)c1	-0.96	-16	-24	0.2	-12	-11[20 µM]	2.1	17	1
O=C(O)CC1C(=O)NCCN1C/C=C/c1ccccc1 (stereo not drawn)	-0.48	-2	-27	-0.7	-5	-7	1.4	6	-6
COC(=O)c1c(C)[nH]c(C=O)c1-c1ccccc1	-0.41	-4	10	0.4	3	-8	0.1	-19	-10
Cc1cccc(CN2CCCC(C(=O)c3ccc4c5c(cccc35)CC4)C2)n1 (stereo not drawn)	-0.56	-9	-246	-0.4	-4	-42	0.7	-9	1
CCCc1noc(-c2ccc(-c3ccccc3)cc2)n1	-0.52	-2	3	1.9	-11	-23	1.0	5	2
O=C(O)Cc1ccc(NS(=O)(=O)c2c(Cl)cccc2Cl)cc1	-0.17	-2	-20	-0.1	-6	-17	1.3	7	-10
O=C(CC1SC(=O)NC1=O)Nc1ccc(Cl)cc1 (stereo not drawn)	-0.27	-2	-3	0.9	-14	-7	0.9	4	-1
CC(=O)c1sc(NC(=O)c2ccc(C)c(C)c2)nc1C	0.36	3	-1	-0.9	-27	-21	0.6	-9	-24
CC(=O)Nc1cccc(OCc2c(F)cccc2Cl)c1	-0.82	-4	-12	-1.0	1	-20	0.7	-5	3
CN(C)c1ccc(/C=C2/C=C(c3ccc4c(c3)CCCC4)OC2=O)cc1	1.1	-14	-2	1.5	24	-20	0.5	-21	1
CCCNC(=O)C(Sc1ccccc1)c1ccccc1 (stereo not drawn)	1.1	2	-4	-0.9	-5	-23	-0.4	-1	-3
COc1cc2c(cc1NC(=O)CN(C)Cc1ccc(OC)c(OC)c1)oc1ccccc12	0.4	-19	-4	0.2	9	-12	-0.4	26	-11
COC(=O)N/N=C/c1sc(N2CCCCC2)nc1-c1cccs1	-0.82	-10	-46	-1.9	-9	-18	-0.8	6	-6
CCOC(=O)Cn1nc(C)c(NC(=O)COc2cccc(Cl)c2)c1C	0.67	1	-21	1.1	0	-10	1.0	-4	-12
O=C(O)CNC(=O)c1ccc2c(c1)OCCO2	x	2	-17	0.5	-19	-12	0.2	6	-10
CC[N+]1(CC)CC2=Cc3c(ccc4ccccc34)C(C)C2C1 (stereo not drawn)	0.42	-14	-20	0.2	-19	-15	-0.1	-7	0
O=C(CCN1CCN(c2ccccc2)CC1)NNC(=S)Nc1ccccc1Cl	0.55	1	-18	0.8	-1	-20	0.4	26	-6
Cc1cc(C)n2nc(C(=O)Nc3ccc4c(c3)CCC4)nc2n1	-0.26	0	20	0.9	-6	-11	0.2	29	-10
COc1ccc2cc3c(N)c(C(=O)NCc4ccco4)sc3nc2c1	x	-6	-58	-0.2	21	-14	0.3	14	0
O=C(CN1CCC2(CC1)OCCO2)c1c[nH]c2ccccc12	-1.1	-3	11	0.6	-37	5	1.4	-1	3
O=C(Nc1cccnc1)C1CCCN(S(=O)(=O)c2cccc3nsnc23)C1 (stereo not drawn)	-0.74	-15	-4	1.1	2	-17[20 µM]	1.2	3	-1
